# AmpC det inh – Promiscuous and Specific Inhibitors of AmpC Beta-Lactamase (assay with detergent); Potency, µM (highest dose often 28.7 µM), for the others: top-dose activity change, negative = inhibition; 71,000 compounds, 0.09% hits; P00811; purified AmpC, nitrocefin hydrolysis with detergent; AID 584, 2007; active = well fitted curve in the direction sought with a large enough effect; inconclusive = small, poorly fitted or top-dose-only effect
# Target sequence (P00811 whole entry, looked up): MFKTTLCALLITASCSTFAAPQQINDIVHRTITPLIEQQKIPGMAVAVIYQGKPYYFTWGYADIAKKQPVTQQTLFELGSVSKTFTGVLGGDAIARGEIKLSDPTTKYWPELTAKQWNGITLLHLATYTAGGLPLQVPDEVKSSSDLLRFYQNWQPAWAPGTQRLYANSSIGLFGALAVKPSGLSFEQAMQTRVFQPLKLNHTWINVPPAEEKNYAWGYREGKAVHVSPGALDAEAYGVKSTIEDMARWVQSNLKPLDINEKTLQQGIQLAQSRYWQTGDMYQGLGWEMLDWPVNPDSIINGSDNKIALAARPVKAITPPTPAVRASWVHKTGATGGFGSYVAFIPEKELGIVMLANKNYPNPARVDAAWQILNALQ
#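 E. coli AmpC (5.3 nM) in 20 mM phosphate pH 7.0 with 0.01% Triton X-100, preincubated 15 min RT with compound; nitrocefin (2 uL of 800 uM stock) hydrolysis followed by 480 nm absorbance every 20 s over 4 min.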
# * = called active by the depositor; ? = inconclusive; & = joins results of further samples; [ ] = dose if it differs, or a comment. % is scaled to controls: 0 for no effect and ±100 for the full control effect; potency is read from the fitted curve at half-maximal effect. This is a subset, so the mix of outcomes need not match the whole.
canonical_smiles,AmpC det inh
COC(=O)c1cc(NC(=O)CN2CCC(C(N)=O)(N3CCCCC3)CC2)cc(C(=O)OC)c1,-3.4%
COc1cc(NCC[C@@H]2CCCCN2)c2ncccc2c1,-3.1%[5.75 µM]
CCOc1cc(S(=O)(=O)n2c(C)nc3ccccc32)ccc1F,-12.5%
O=C(NCc1ccccn1)c1ccc(CS(=O)(=O)Cc2ccc(Cl)cc2)o1,-4.3%
CCOC(=O)C1CCCN(C(=O)c2ccco2)C1 (configuration not stated),-2.7%
COc1ccccc1C1/C(=C(/O)c2ccccc2)C(=O)C(=O)N1CC(C)O (configuration not stated),-3.0%
O=C(Nc1ccc2c(c1)CCC2)C1CCN(c2ncccn2)CC1,-6.4%
CSc1ccc(S(=O)(=O)N2CCN(Cc3ccc4c(c3)OCO4)CC2)cc1,12.8%
CC(=O)N1CCC2(CCCN(c3ccccc3)C2)CC1,0.2%
CN(C)C(=O)c1ccc(-c2ccc3ncnc(N4CCNCC4)c3c2)cc1,10.6%
COC(=O)c1sc2nc(-c3ccco3)ccc2c1N,-4.3%
CCOc1ccccc1CN1C(=O)NC(C)(c2ccccc2)C1=O (configuration not stated),-0.3%
CS(=O)(=O)N1CCC(C(=O)NCc2ccc(F)cc2Cl)CC1,1.2%
O=C(Cn1nc(C(F)(F)F)c2c1CCC2)NC1CCCCC1,-4.7%
CCOc1ccc(S(=O)(=O)Nc2cc(OC)ccc2OC)cc1,-3.6%
O=C(O)[C@@H](O)[C@@H](O)[C@@H](O)[C@@H](O)c1nc2ccccc2s1,-3.5%[5.75 µM]
O=c1[nH]c(-c2ccc(Cl)cc2)nc2c1cnn2-c1ccccc1,0.5%
Fc1ccc(-n2[nH]nnc2=S)cc1N1CCCC1,0.0%
COC(=O)C(O)(c1c(C)[nH]n(-c2ccccc2)c1=O)C(F)(F)F (configuration not stated),15.1%
CC(C)(C)NC[C@H](O)c1cc(Cl)c(N)c(Cl)c1,-2.1%[12.8 µM]
CCOC(=O)C(CC(C)C)CP(=O)(O)CNC(=O)OCc1ccccc1 (configuration not stated),1.5%
CCOC(=O)c1ccc(NC(=O)COc2ccc(-n3cnnn3)cc2)cc1,-0.9%
Cc1ccc(C2/C(=C(/O)c3ccccc3)C(=O)C(=O)N2CCN2CCOCC2)o1 (configuration not stated),5.6%
O=C(CCCN1C(=O)c2ccccc2C1=O)Nc1ccc(Br)cn1,-4.8%
CCc1cc2c(=O)n(Cc3ccco3)c(SCC(=O)N3CCCc4ccccc43)nc2s1,-1.9%
COc1ccc(Cn2nnnc2C(CC(C)C)N2CCN(c3ccccc3)CC2)cc1 (configuration not stated),15.7%
Cn1c(N)c(C(=O)COC(=O)c2cccs2)c(=O)n(C)c1=O,-2.9%
Cc1nnc(NC(=O)C2C3C=CC(O3)C2C(=O)O)s1 (configuration not stated),-1.9%
Cc1nc(NC(=O)COC(=O)C(NC(=O)c2ccco2)C(C)C)c(Cl)cc1Cl (configuration not stated),1.3%
COC(=O)CNc1n[nH]c(=S)[nH]c1=O,5.5%
Cc1ccc(NC(=O)CSC2=C(C#N)C(c3ccco3)C3=C(CC(C)(C)CC3=O)N2)cc1 (configuration not stated),-7.7%
C[C@H](Oc1ccccc1)C(=O)N[C@@H]1C(=O)N2[C@@H]1SC(C)(C)[C@@H]2C(=O)O,0.631µM*
CCOc1cc(C(=O)N(C)c2ccccc2)cc(OCC)c1OCC,-1.8%
CC(C)Cn1c(N)c(C(=O)NCC2CCCO2)c2nc3ccccc3nc21 (configuration not stated),9.8%
CCc1ccc(-c2nc(CN3CCC(C(=O)NCc4ccc(F)cc4)CC3)c(C)o2)cc1,0.5%
c1ccc2sc(N3CCN(Cc4ccc5c(c4)OCO5)CC3)nc2c1,-3.0%
COc1cccc(CNC(=O)C2CCN(S(=O)(=O)N3CCCC3)CC2)c1,-3.1%
Cc1ccc(S(=O)(=O)Oc2cc(N)c3c(n2)CCC3)cc1,-2.0%[5.75 µM]
CO[C@@H](NC(N)=O)C(=O)O,-1.3%[5.75 µM]
Cc1ccc(C(=O)CCC(=O)Nc2cccnc2)cc1C,-2.4%
O=C(Nc1ccc2c(c1)ncn2C1CCCCC1)c1ccco1,10.7%
Cn1c(=O)c(-c2ccc(F)cc2)nc2cnc(OCc3ccccc3)nc21,-1.2%
Cc1ccc(NC(=O)CN(c2cc(C)cc(C)c2)S(=O)(=O)c2c(C)noc2C)nc1,6.7%
Cc1ccc(N2CC(C(=O)Nc3cccnc3)CC2=O)cc1 (configuration not stated),-0.5%
CN1C(=O)CC(C(=O)O)SC1=Nc1cccc(C(F)(F)F)c1 (configuration not stated),-1.4%
c1ccc(-c2nc3ccccc3nc2N2CCOCC2)cc1,-2.9%
CCCCCn1c(CCNC(=O)CCC)nc2ccccc21,10.4%
COc1cccc(-c2nc(N(C)Cc3ccco3)c3ccccc3n2)c1,6.5%
COc1ccc(C(=O)N2CCC3(CC2)CCN(c2cccc(-c4ccccc4)c2)CC3)cc1,-3.9%
Cc1cc(NC(=O)c2cc3n(n2)C(C(F)(F)F)CC(c2ccco2)N3)n(-c2ccccc2)n1 (configuration not stated),3.6%
CCn1c(SCC(=O)N2CCCc3ccccc32)nnc1-c1cccs1,-6.2%
CCOC(=O)N1CCN(C(=O)c2ccc3c(=O)n(CCc4ccccc4)c(=O)[nH]c3c2)CC1,-2.6%
CCOC(=O)c1cnc(-n2nc(C)cc2C)nc1N1CC(C)OC(C)C1 (configuration not stated),-3.4%
Cc1cc(NC(=O)CCN2C(=O)C3C4C=CC(C4)C3C2=O)c2ccccc2n1 (configuration not stated),-8.3%
Clc1cc(Cl)c2nc(N3CCCCC3)sc2c1,-1.3%
Cc1ncc(COP(=O)(O)O)c(C)c1O,-1.2%[5.75 µM]
Cc1ccc(-c2noc(CN(C(=O)c3cccs3)C(C)C)n2)cc1,-1.8%
Cc1c(NC(=O)CC(=O)Nc2c(C)n(C)n(-c3ccccc3)c2=O)c(=O)n(-c2ccccc2)n1C,5.1%
CCn1c(C(O)c2cccc(OC)c2OC)nc2ccccc21 (configuration not stated),2.7%
Cc1cccc(N2CCN(c3cc(C)nc4nnnn34)CC2C)c1 (configuration not stated),-3.5%

# Continued.
SMILES	AmpC det inh
O=C(NC1(C(F)(F)F)Oc2ccccc2O1)N1CCC2(CC1)OCCO2	0.3%
O=C(NCCCn1ccnc1)c1cccc(S(=O)(=O)Nc2ccccc2F)c1	-5.2%
N#CCC(=O)Nc1ccccc1C(=O)O	9.4%
Cc1ccccc1NC(=O)CCn1c(=O)oc2ccccc21	17.5%
COc1ccc(C2C(C(=O)N3CCC(C)CC3)c3ccccc3C(=O)N2C)cc1 (configuration not stated)	-2.0%
COC(=O)c1ccc2c(c1)NC1=C(C(=O)CC(C)(C)C1)C(c1ccncc1)N2 (configuration not stated)	-4.2%
O=C(Nc1ccc2nc(C3CC3)n(Cc3ccc(F)cc3)c(=O)c2c1)c1ccco1	3.0%
CN(Cc1ccco1)c1nc(-c2ccoc2)nc2ccccc12	9.8%
Cc1cc(Cl)ccc1OCC(=O)N1CCN(C)CC1	-1.0%
Cc1cc(-c2ccc(N=Nc3ccc4c(S(=O)(=O)O)cc(S(=O)(=O)O)c(N)c4c3O)c(C)c2)ccc1N=Nc1ccc2c(S(=O)(=O)O)cc(S(=O)(=O)O)c(N)c2c1O	?
COc1cc(OC)cc(-c2nnc(SCc3cccnc3)o2)c1	12.9%
Cc1cc(C)nc(NCC(O)COc2ccccc2C)n1 (configuration not stated)	0.7%

# Given as labelled records: entries from further up
O=C(Nc1ccc2nc(C3CC3)n(Cc3ccc(F)cc3)c(=O)c2c1)c1ccco1
  AmpC det inh: 3.0%

CN(Cc1ccco1)c1nc(-c2ccoc2)nc2ccccc12
  AmpC det inh: 9.8%

Cc1cc(Cl)ccc1OCC(=O)N1CCN(C)CC1
  AmpC det inh: -1.0%

Cc1cc(-c2ccc(N=Nc3ccc4c(S(=O)(=O)O)cc(S(=O)(=O)O)c(N)c4c3O)c(C)c2)ccc1N=Nc1ccc2c(S(=O)(=O)O)cc(S(=O)(=O)O)c(N)c2c1O
  AmpC det inh: ?

# Other results follow.
SMILES	AmpC det inh
CCOC(=O)c1cc(-c2ccc(C)o2)nn1CCC#N	-0.9%
CCOc1ccc(Br)cc1-c1noc(-c2cccs2)n1	-2.0%
CCC1(CC)C(=O)C(C)(C)C(=O)OC1c1ccccn1 (configuration not stated)	-4.4%
C#C[C@@]1(O)CC[C@@H]2[C@@H]3CCC4=CC(=O)CC[C@@H]4[C@H]3CC[C@]21C	2.8%[12.8 µM]
CN(C)CCCCCNCCCNC(=O)/C=N\O	5.8%
CCN(CC)CCCCCCCCOC(=O)c1cc(OC)c(OC)c(OC)c1	0.0%
O=C(CN1CCN(c2ccccn2)CC1)N1c2ccccc2CCc2ccccc21	-1.0%
Cc1cc2cc(CN(CC3CCCO3)C(=O)c3cnccn3)c(=O)[nH]c2cc1C (configuration not stated)	2.2%
CCOc1cc2c(cc1OCC)C(C(=O)O)C(c1ccc(OC)c(O)c1)N(C)C2=O (configuration not stated)	-3.7%
CCC(C(=O)Nc1nc(C)cs1)c1ccccc1 (configuration not stated)	-4.3%
CCCCOc1ccccc1C1NC(=O)NC(C)=C1C(=O)OCCOCC (configuration not stated)	5.8%
COC(=O)CC#N	7.1%

# Of the compounds above, these have a thiophene ring, fused or not:
SMILES	AmpC det inh
COC(=O)c1sc2nc(-c3ccco3)ccc2c1N	-4.3%
CCc1cc2c(=O)n(Cc3ccco3)c(SCC(=O)N3CCCc4ccccc43)nc2s1	-1.9%
Cn1c(N)c(C(=O)COC(=O)c2cccs2)c(=O)n(C)c1=O	-2.9%
CCn1c(SCC(=O)N2CCCc3ccccc32)nnc1-c1cccs1	-6.2%
Cc1ccc(-c2noc(CN(C(=O)c3cccs3)C(C)C)n2)cc1	-1.8%
CCOc1ccc(Br)cc1-c1noc(-c2cccs2)n1	-2.0%

# (continued)
SMILES	AmpC det inh
OC(COc1ccc2c(c1)CCC2)CN1CCN(c2ccccc2F)CC1 (configuration not stated)	-6.2%
O=C(N[C@@H](Cc1ccccc1)C(=O)O)c1cccnc1	3.4%
COc1ccc(Nc2nc(OC)nc(N3CCN(c4ccc(OC)cc4)CC3)n2)cc1	1.4%
N#Cc1ccc(CN2CC[C@@]3(CCCN(S(=O)(=O)c4ccccc4)C3)C2)cc1	0.0%
Cn1nc(C(=O)NCc2ccccc2)c2ccccc2c1=O	-4.5%
CCOc1ccc(Nc2nc(Cc3nnc(SCC(=O)NCc4ccco4)n3CC)cs2)cc1	2.3%
O=C1c2ccccc2CCC1C(O)c1ccccn1 (configuration not stated)	-2.9%
CC1(C)C(=O)C2(CCCCC2)C(=O)OC1c1ccc(O)cc1 (configuration not stated)	-3.3%
COc1ccc(-c2noc(Cc3ccc(Cl)cc3)n2)cc1OC	8.8%
COC(=O)c1sc(=S)n(-c2cc(F)ccc2F)c1N	16.5%
CN(C)S(=O)(=O)c1ccc(S(=O)(=O)N(Cc2ccco2)Cc2ccccc2Cl)cc1	-4.4%
Oc1cc2c(cc1O)[C@H](c1ccccc1)CNCC2	1.0%&0.8%
O=C(c1cccc(F)c1)N1CCN(c2cccc(Cl)c2)CC1	-4.3%
CCOC(=O)c1cccc(NC(=O)C(NS(=O)(=O)c2ccc3c(c2)CCN3C(C)=O)C(C)C)c1 (configuration not stated)	9.3%
O=C(CCN1C(=O)COc2ccccc21)NCc1cccnc1	2.7%
O=C1CC(c2ccco2)c2ccc3ccccc3c2N1 (configuration not stated)	-6.7%
CCn1nccc1C(=O)Nc1ccc(Cl)cc1Cl	-0.5%
O=C(Nc1ccc(Cl)cc1C(=O)NCCN1CCOCC1)c1ccco1	-2.9%
Cc1ccc(CNC(=O)[C@H](C)[C@@H]2C[C@@]2(C)[C@@H](NC(=O)OCc2ccccc2)c2ccccc2)o1	-1.6%
COc1ccc2[nH]c3nc(SC(C)C)nnc3c2c1	7.1%
CCCc1nc(SCC(=O)NCc2ccc3c(c2)OCO3)c2c(=O)n(C)c(=O)n(C)c2n1	15.2%
Cc1cccc(NC(=O)c2cc3ccccc3c(=O)o2)n1	-2.8%
CCc1ccccc1S(=O)(=O)Cc1ccc(C(=O)N2CCN(c3ccccc3OC)CC2)o1	9.6%
O=C(NC(C(=O)c1ccccc1)N1CCOCC1)c1cccs1 (configuration not stated)	11.0%
C[C@@H]1CCCN(CP(=O)(c2ccccc2)c2ccccc2)C1	-3.2%[5.75 µM]
CC(=O)c1ccc(OCC(O)CN2CCN(Cc3ccccc3)CC2)cc1 (configuration not stated)	14.3%
COc1ccc(C(=O)O)cc1S(=O)(=O)NCCCN1CCCC1=O	-1.6%
CCc1nc(CNC(=O)c2cc(OC)c(OC)c(OC)c2)no1	13.0%
O=C(NCc1ccco1)c1cc(-c2ccc(F)cc2)on1	5.8%
COc1cc2[nH]c(=O)n(CCC(=O)NCc3cccnc3)c(=O)c2cc1OC	-1.2%
CC(C)OCCCNC(=O)C1CC(=O)N(C2CCCCCCC2)C1 (configuration not stated)	-2.6%
COc1cccc(CNC(=O)C2CCN(S(=O)(=O)N3CCCCC3)CC2)c1	3.1%
C=CCN1C(=O)C2(C(C(=O)OCC)=C(N)Oc3ccccc32)C2=C1CCCC2=O (configuration not stated)	0.9%
CC(C)CC1(C)NC(=O)N(CCN2C(=O)c3ccccc3C2=O)C1=O (configuration not stated)	10.2%
COCCCNC(=O)c1ccc(CS(=O)(=O)c2ccc(Br)cc2)o1	15.8%
CCCOC(=O)c1ccc2c(c1)C(=O)N(c1ccccc1)C2=O	8.0%
O=C(CSc1nnc(CNC(=O)c2ccccc2F)o1)Nc1ccc2c(c1)OCCO2	-0.2%
Cc1cc(Nc2ccc(F)c(Cl)c2)n2nc(C)nc2n1	4.3%
CCCc1cc(N2CCCC(C(=O)NCC)C2)n2ncnc2n1 (configuration not stated)	-0.4%

# Bioassay records from PubChem BioAssay.
